Bioassay records (PubChem)
TRb SRC2 PPI: qHTS for Inhibitors of the Interaction of Thyroid Hormone Receptor and Steroid Receptor Coregulator 2 | Thyroid hormone receptor beta (Homo sapiens), P10828 | AID 1469, 2008 | TRbeta-SRC2 peptide binding, fluorescence polarization; receptor liganded with 1 µM T3 | 0.065% of 280,000 active | Potency, µM (series often up to 106 µM), without a hit: at the top dose activity change, negative = inhibition, usual class: inhibitors;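 further: potency means the concentration at half of the fitted maximal effect; plate controls were bound peptide for no effect and peptide without receptor for full effect; nearly all actives have a fitted effect of over 50% in size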
Target sequence (P10828 whole entry, looked up): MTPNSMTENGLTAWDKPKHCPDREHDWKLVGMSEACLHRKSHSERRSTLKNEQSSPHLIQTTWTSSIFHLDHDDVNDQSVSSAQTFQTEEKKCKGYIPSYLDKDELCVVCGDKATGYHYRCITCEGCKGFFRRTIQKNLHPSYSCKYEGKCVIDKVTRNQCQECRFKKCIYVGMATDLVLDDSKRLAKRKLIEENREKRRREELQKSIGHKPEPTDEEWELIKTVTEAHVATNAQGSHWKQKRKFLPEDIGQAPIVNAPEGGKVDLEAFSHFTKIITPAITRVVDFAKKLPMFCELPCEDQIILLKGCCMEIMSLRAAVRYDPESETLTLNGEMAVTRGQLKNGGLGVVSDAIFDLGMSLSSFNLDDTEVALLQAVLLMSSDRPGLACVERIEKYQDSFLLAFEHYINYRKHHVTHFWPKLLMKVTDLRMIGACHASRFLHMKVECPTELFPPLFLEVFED
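Each compound concentration gave % activity, normalized to unbound and bound Texas Red SRC2 controls, from polarization read after 5 hr ambient incubation with T3-loaded human TRb LBD.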
Tau FP inhib: qHTS for Inhibitors of Tau Fibril Formation, Fluorescence Polarization. Microtubule-associated protein tau (Homo sapiens), P10636. K18 P301L tau heparin fibrillization, Alexa594 FP, 6 h. Potency, µM (series often up to 57.7 µM), for inactives: at the highest dose activity, negative = inhibition, hits mostly inhibitors. 0.39% of 280,000 active. AID 1468, 2008; further: potency means the concentration at half of the fitted maximal effect; on the % scale 0 is the no-effect control and ±100 the full control effect; nearly all actives have a fitted effect of over 55% in size
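Quantitative HTS format: compounds meet 15 uM recombinant K18 P301L tau and Alexa 594-tau tracer in 100 mM sodium acetate pH 7; 20 uM heparin triggers fibrillization at 37 C over 6 hr; FP gives the signal.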
aGal spleen mod: qHTS Assay for Inhibitors and Activators of Human alpha-Galactosidase From Spleen Homogenate | human spleen homogenate, 4MU-alpha-Gal fluorescence, 40 min | Potency, µM (top dose mostly 80 µM), inactives show at the highest dose activity change, negative = inhibition, most hits filed as inhibitors | 0.008% of 240,000 active | AID 2107, 2009;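 further: potency means the concentration at half of the fitted maximal effect; 0% = enzyme with vehicle and -100% = no enzyme basal signal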
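Human spleen homogenate (1 ug) as enzyme source, 4-methylumbelliferyl-alpha-D-galactopyranoside 1 mM final, citrate/phosphate pH 5.0 with 0.01% Tween-20. Compounds 40 min at 37C, NaOH/glycine stop; fluorescence Ex 365/Em 440, Hill-fit AC50.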
TR SRC2 fluor cs: Total Fluorescence Counterscreen for Inhibitors of the Interaction of Thyroid Hormone Receptor and Steroid Receptor Coregulator 2. TRb/SRC2 Texas Red total fluorescence interference. 0.29% of 280,000 active. Potency, µM (series often up to 106 µM), inactives show at the highest dose fluorescence change, negative = quenching; active means well fitted curve in either direction with a large enough effect; inconclusive means small, poorly fitted or top-dose-only effect; further: potency means the concentration at half of the fitted maximal effect; on the % scale 0 is the no-effect control and ±100 the full control effect
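Human TRβ ligand-binding domain (0.6 uM) and Texas Red SRC2 peptide (20 nM) in Tris buffer with 1 uM T3 and 5% DMSO were incubated with pinned compound for 5 hr at ambient temperature. Total fluorescence was computed as S + 2P (555/632 nm).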
NPSR antag: qHTS Assay for Antagonists of the Neuropeptide S Receptor: cAMP Signal Transduction; 1% of 220,000 active; CHO-NPSR cells, cAMP TR-FRET, antagonist mode; AID 1461, 2008; Potency, µM (doses to about 38.3 µM), for inactives: at the highest dose activity change, negative = inhibition, most hits filed as inhibitors; Q6W5P4; further: potency means the concentration at half of the fitted maximal effect; on the % scale 0 is the no-effect control and ±100 the full control effect; nearly all actives have a fitted effect of over 50% in size; many of its hits are not listed in these tables
CBFb-RUNX1 inh: qHTS Assay for Compounds Blocking the Interaction Between CBF-beta and RUNX1 for the Treatment of Acute Myeloid Leukemia | Runt-related transcription factor 1 (Homo sapiens) + Core-binding factor subunit beta … | AlphaScreen CBFb-His/RUNX1-biotin binding, biochemical | AID 1477, 2009 | 230,000 tested, under 10 active | Potency, µM (doses to about 59.8 µM), without a hit: at the highest dose activity, negative = inhibition, actives largely listed as inhibitors; further: % of control where 0% means no effect
Target sequence (Q01196 whole entry, looked up): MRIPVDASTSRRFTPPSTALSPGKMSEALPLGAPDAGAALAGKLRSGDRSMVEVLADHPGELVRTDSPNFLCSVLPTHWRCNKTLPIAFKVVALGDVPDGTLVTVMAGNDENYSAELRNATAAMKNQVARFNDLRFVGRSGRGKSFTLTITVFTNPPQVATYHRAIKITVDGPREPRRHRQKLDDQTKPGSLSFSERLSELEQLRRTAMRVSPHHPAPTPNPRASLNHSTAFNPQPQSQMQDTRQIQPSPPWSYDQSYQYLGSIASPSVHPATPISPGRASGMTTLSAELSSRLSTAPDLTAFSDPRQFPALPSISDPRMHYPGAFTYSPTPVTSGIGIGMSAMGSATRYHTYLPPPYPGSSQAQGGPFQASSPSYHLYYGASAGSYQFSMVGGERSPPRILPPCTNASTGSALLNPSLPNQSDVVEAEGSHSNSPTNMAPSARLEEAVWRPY
Target sequence (Q13951 whole entry, looked up): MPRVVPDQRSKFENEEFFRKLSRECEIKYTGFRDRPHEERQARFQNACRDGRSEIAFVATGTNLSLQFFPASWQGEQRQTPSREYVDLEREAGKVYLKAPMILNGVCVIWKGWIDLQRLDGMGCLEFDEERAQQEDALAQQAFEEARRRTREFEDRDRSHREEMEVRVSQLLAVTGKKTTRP
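Bead-based AlphaScreen assay; binding partners His-tagged CBF-beta and biotinylated RUNX1 at 30 nM each. Compound exposure 15 min after a 20-min protein preincubation; bead step 90 min; all steps at room temperature.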
Epigenetic reg: Quantitative High-Throughput Screen for Regulators of Epigenetic Control; murine LDR cells, GFP reporter derepression, 30 h; Potency, µM (highest dose often 53.9 µM), without a hit: at the top dose GFP activation, most hits filed as activators; 0.2% of 280,000 active; AID 1865, 2009; further: potency means the concentration at half of the fitted maximal effect; % of control where 0% means no effect; nearly all actives have a fitted effect of over 60% in size
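Murine LDR cells bearing a silenced CMV-driven GFP reporter were exposed to compound for 30 h at 37 C. After PBS washes, GFP-positive cells (20-120 um objects) counted by laser-scanning microplate cytometry.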
Tau fluor counter: Counterscreen qHTS for Inhibitors of Tau Fibril Formation, Fluorescence Polarization | AID 1463, 2008 | 0.93% of 280,000 active | Potency, µM (top dose mostly 57.7 µM), for inactives: at the top dose activity change, negative = decrease | tau K18 P301L (four-repeat tau fragment) Alexa594 fluorescence, heparin fibrillization; further: potency means the concentration at half of the fitted maximal effect; on the % scale 0 is the no-effect control and ±100 the full control effect; nearly all actives have a fitted effect of over 55% in size
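Human K18 P301L tau (15 uM unlabeled plus 0.24 uM Alexa 594-labeled, final) in 100 mM sodium acetate pH 7 was mixed with compound and 20 uM heparin and incubated 6 hr at 37 C.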
Active calls of the source: *; ? = inconclusive; nt = not tested or not shown; & = joins results of further samples; [ ] = remark or other dose. Unless noted, the call rests on the fitted dose curve; in most records, active means well fitted curve in the direction sought with a large enough effect; inconclusive means small, poorly fitted or top-dose-only effect, or another doubt; inactive means no such curve, though single readings can be large; an effect the other way counts as inactive or inconclusive.

SMILES	TRb SRC2 PPI	Tau FP inhib	aGal spleen mod	TR SRC2 fluor cs	NPSR antag	CBFb-RUNX1 inh	Epigenetic reg	Tau fluor counter
CC(=O)Cc1nsc(Nc2ccc(Cl)cc2)n1	13%	3%	1%	-2%	10%	4%	1.6%	-19%
Cc1cc(C)cc(NC(=O)CSc2cc(C)[nH]c(=O)n2)c1	-1%	-10%	nt	0%	nt	nt	3.9%	1%
CC(C)c1nc2oc3c(=O)[nH]cnc3c2c2c1CCC2	1%	1%	6%	-1%	1%[46.1 µM]	4%	0.0%	-8%
O=C(CCn1c(=S)[nH]c2ccccc2c1=O)NCCc1ccc(Cl)cc1	7%	-11%	8%	-2%	-22%	7%	-2.2%	0%
CCOc1ccccc1C(=O)Nc1nnc(SCC(=O)Nc2cc(C)on2)s1	1%	-2%	1%	0%	10%	0%	-1.5%	5%
COC(=O)CN(C)C1CC(=O)N(c2ccc(Cl)cc2)C1=O (stereo not given)	-5%	-1%	2%	-2%	-6%[46.1 µM]	9%	2.2%	8%
Cc1ccc(C(=O)N(Cc2nc(-c3ccc(C)cc3)no2)C(C)C)cc1	-2%	6%	4%	-4%	1%[46.1 µM]	3%	1.7%	-11%
CC(=O)C1=C(C)Nc2cc(C(F)(F)F)ccc2S1	1%	-3%	-5%	1%	9%[46.1 µM]	-1%	-0.2%	-11%
CN(C)CCNC(=O)Nc1ccc([N+](=O)[O-])cc1	4%	-1%	2%	-2%	4%	5%	0.6%	0%
CCCCCNC(=O)CCn1c(=O)oc2ccccc21	3%	2%	-15%	2%	13%	4%	-1.0%	3%
CCOC(=O)COc1ccccc1-c1ccno1	-6%	-9%	-13%	1%	-4%[46.1 µM]	6%	-0.8%	-8%
Cc1ccc(NC(=O)CSc2nnc(COc3ccc(C#N)cc3)n2-c2ccccc2)cc1C	6%	-2%	-3%	-2%	-23%[46.1 µM]	-2%	-1.0%	-21%
O=C(O)C(c1ccccc1)N1CCCCC1 (stereo not given)	-3%	1%	-1%	1%	10%	4%	0.0%	1%
NC(=O)CSc1nc2c(oc3ccccc32)c(=O)n1Cc1ccccc1	-1%	-3%	nt	-10%	nt	nt	0.8%	1%
O=C(Nc1cccc(S(=O)(=O)NCc2ccco2)c1)c1cc(-c2ccccc2)nc2ccccc12	-4%	?	3%	0%	-28%	4%	-1.1%	?
COC(=O)c1ccc(NC(C(=O)OC)C(C)C)c([N+](=O)[O-])c1 (stereo not given)	2%	5%	2%	0%	1%	-4%	-1.8%	-9%
CCc1ccc(C2(C)SC(NC(C)=O)=NN2C(C)=O)cc1 (stereo not given)	-1%	11%	8%	2%	-12%[46.1 µM]	-1%	0.0%	-3%
Cn1nc(-c2ccccc2F)c2cc(C(=O)Nc3ccc4c(c3)OCCO4)sc21	4%	?	6%	-3%	?	-4%	-0.1%	7.9µM*[quencher]
COc1ccc(NC(=O)COC(=O)Cn2cnc3ccccc3c2=O)cc1OC	6%	-5%	3%	-2%	1%	20%	3.1%	3%
CC(C)[C@H](NC(=O)c1ccccc1)C(=O)O	1%	11%	0%	-6%	8%	-4%	0.2%	-1%
O=C(CCC(=O)Nc1ccccc1Cl)NNC(=O)c1ccco1	1%	6%	4%	-2%	14%	5%	0.0%	0%
O=S(=O)(Nc1ncnc2sc3c(c12)CCC3)c1ccc(Cl)s1	-11%	10%	2%	-3%	-5%[46.1 µM]	2%	-1.0%	-19%
CCOC(=O)C(=O)Nc1ccccc1C(=O)OCC	2%	4%	5%	1%	-7%	13%	-0.1%	1%[2.34 µM]
COc1ccc2c(c1)c1c(c(=O)n(-c3ccccc3)c(=O)n1CC(=O)NCc1ccc(C)cc1)n2C	0%	-8%	nt	0%	nt	nt	1.8%	8%
COCc1cc(C)nc2c1C(=O)NC(c1ccc(NC(C)=O)cc1)N2Cc1ccccc1 (stereo not given)	1%	-3%	nt	-25%	nt	nt	-1.1%	?

The list goes on.
SMILES	TRb SRC2 PPI	Tau FP inhib	aGal spleen mod	TR SRC2 fluor cs	NPSR antag	CBFb-RUNX1 inh	Epigenetic reg	Tau fluor counter
Cc1noc(/C=C/c2ccco2)c1S(=O)(=O)N1CCC(C(=O)N2CCc3ccccc3C2)CC1	12%	-2%	-3%	4%	-29%[46.1 µM]	-18%	-1.0%	-12%
CNC(=O)CC1C(=O)N(c2ccc(OC)cc2)C(=S)N1NC(=O)c1cccc(F)c1 (stereo not given)	3%	-5%	0%	-3%	5%	22%	1.1%	-8%
Cc1ccc(NC(=O)c2sc3nc4c(c(-c5ccco5)c3c2N)CCC4)cc1	7%	2%	1%	2%	?	8%	0.9%	-1%
Cc1ccc(NS(=O)(=O)c2cccc(C(=O)O)c2)c(C)c1	-3%	-1%	9%	2%	16%[7.67 µM]	11%	-0.9%	-8%
Cc1cc2c(c(=O)o1)C(c1ccc([N+](=O)[O-])o1)C(C#N)=C(N)O2 (stereo not given)	-11%	?	-3%	28%	-4%	?	14%	-25%
CCOC(=O)NC(Nc1ccc(C)cn1)(C(F)(F)F)C(F)(F)F	7%	9%	7%	4%	-10%[46.1 µM]	9%	1.5%	-5%
C(=C\c1nnc(-c2cccs2)o1)/c1ccccc1	-1%	-2%	-4%	3%	?	12%	-0.9%	-16%
CCOc1ccc(NS(=O)(=O)c2ccc3[nH]cc(C(=O)NCCOC)c(=O)c3c2)cc1	-1%&6%	-12%&-15%	-7%	0%&1%	-7%[46.1 µM]	6%	7.1%&-0.4%	-20%&-27%
CC(C)Cc1nc(N2CCOCC2)c(C#N)c2c1COC(C)(C)C2	3%	3%	5%	2%	-5%[46.1 µM]	13%	-1.2%	-12%
Cc1c(Cl)cccc1NC(=O)CCC(=O)N/N=C/c1ccc[nH]1	-10%	-7%	9%	4%	7%	-9%	-1.0%	-20%
COC(CNC(=O)C1CC(=O)N(CCc2ccccc2)C1)OC (stereo not given)	-5%	-5%	1%	-2%	-10%[46.1 µM]	8%	0.7%	-3%
Cc1nc(NC2CCCCC2)c2nc(-c3ccccc3)n(CC3CCN(C)CC3)c2n1	1%	-6%	3%	-4%	nt	6%	1.0%	-21%
O=C(COC(=O)C1=Cc2ccccc2OC1)NCc1ccco1	-5%	-9%	-7%	-1%	-14%	8%	-3.3%	-14%
COc1cc([N+](=O)[O-])ccc1NC(=O)CSc1nc2ccccc2n1-c1ccccc1	-1%[53 µM]	-6%	3%	2%[53 µM]	0%	-21%	-1.3%	-27%
CCN1CCCC1CNC(=O)Cn1cnc2sc(C)c(S(=O)(=O)N3CCC(C)CC3)c2c1=O (stereo not given)	-20%	?	-2%	0%	5%	3%	-1.0%	-3%
CC[C@]1([C@H]2O[C@@H]([C@@H]3O[C@](O)(CO)[C@@H](C)C[C@H]3C)C[C@H]2C)CC[C@@H]([C@]2(C)CC[C@@]3(C[C@@H](O)[C@@H](C)[C@@H]([C@H](C)[C@H](OC)[C@H](C)C(=O)O)O3)O2)O1	0%	nt	-3%[29.1 µM]	-2%	nt	8%[21.7 µM]	2.4%[16.9 µM]	nt
CC(C)Cn1c(SC(C)C(=O)Nc2ccc(N3CCOCC3)cc2)nc2ccccc21 (stereo not given)	2%	11%	0%	5%	-23%	-24%	0.0%	-28%
O=C(Nc1ccc(Oc2ncnc3cc(Cl)ccc23)nc1)c1ccc(F)cc1	-4%	9%	-11%	1%	3%	4%	6.5%	6%
CCN1C(=O)c2ccccc2S(=O)c2ccc(C(=O)N3CCN(c4cccc(C)c4)C(C)C3)cc21 (stereo not given)	-8%	3%	nt	4%	nt	nt	-1.1%	-10%
O=C1CN(C(=O)/C=C/c2ccco2)c2ccccc2N1	3%	-6%	-9%	-3%	3%	-8%	-2.6%	-3%

Looked up by structure from the entries so far (four):
SMILES	TRb SRC2 PPI	Tau FP inhib	aGal spleen mod	TR SRC2 fluor cs	NPSR antag	CBFb-RUNX1 inh	Epigenetic reg	Tau fluor counter
CCOc1ccc(NS(=O)(=O)c2ccc3[nH]cc(C(=O)NCCOC)c(=O)c3c2)cc1	-1%&6%	-12%&-15%	-7%	0%&1%	-7%[46.1 µM]	6%	7.1%&-0.4%	-20%&-27%
Cc1noc(/C=C/c2ccco2)c1S(=O)(=O)N1CCC(C(=O)N2CCc3ccccc3C2)CC1	12%	-2%	-3%	4%	-29%[46.1 µM]	-18%	-1.0%	-12%
CC[C@]1([C@H]2O[C@@H]([C@@H]3O[C@](O)(CO)[C@@H](C)C[C@H]3C)C[C@H]2C)CC[C@@H]([C@]2(C)CC[C@@]3(C[C@@H](O)[C@@H](C)[C@@H]([C@H](C)[C@H](OC)[C@H](C)C(=O)O)O3)O2)O1	0%	nt	-3%[29.1 µM]	-2%	nt	8%[21.7 µM]	2.4%[16.9 µM]	nt
COc1cc([N+](=O)[O-])ccc1NC(=O)CSc1nc2ccccc2n1-c1ccccc1	-1%[53 µM]	-6%	3%	2%[53 µM]	0%	-21%	-1.3%	-27%

Quoted from the listing, four compounds:
SMILES	TRb SRC2 PPI	Tau FP inhib	aGal spleen mod	TR SRC2 fluor cs	NPSR antag	CBFb-RUNX1 inh	Epigenetic reg	Tau fluor counter
Cc1c(Cl)cccc1NC(=O)CCC(=O)N/N=C/c1ccc[nH]1	-10%	-7%	9%	4%	7%	-9%	-1.0%	-20%
COC(CNC(=O)C1CC(=O)N(CCc2ccccc2)C1)OC (stereo not given)	-5%	-5%	1%	-2%	-10%[46.1 µM]	8%	0.7%	-3%
Cc1nc(NC2CCCCC2)c2nc(-c3ccccc3)n(CC3CCN(C)CC3)c2n1	1%	-6%	3%	-4%	nt	6%	1.0%	-21%
O=C(COC(=O)C1=Cc2ccccc2OC1)NCc1ccco1	-5%	-9%	-7%	-1%	-14%	8%	-3.3%	-14%

These rows are one share of the data, so the mix of outcomes need not match the whole.
